MBD2 DNA inh – inhibitors of human MBD2 binding to methylated oligonucleotide; Q9UBB5; TR-FRET; inhibition, % at 4.4 µM; actives 0.31% (n = 370,000); AID 686964; in the data active = inhibition above about 13%
NR1D1 modulator – Rev-erb alpha (human) modulation; activity, % at 10 µM; Rev-erbα–FITC-DNA binding, fluorescence polarization, 90 min; P20393; AID 1259318; actives 0.79% (n = 370,000);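 active = activity above about 14%, limit read from the data; passing the limit was not always enough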;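 note: 0% = DMSO wells with 35 nM protein and 100% = DMSO wells with 750 nM protein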
Target sequence (P20393 whole entry, looked up): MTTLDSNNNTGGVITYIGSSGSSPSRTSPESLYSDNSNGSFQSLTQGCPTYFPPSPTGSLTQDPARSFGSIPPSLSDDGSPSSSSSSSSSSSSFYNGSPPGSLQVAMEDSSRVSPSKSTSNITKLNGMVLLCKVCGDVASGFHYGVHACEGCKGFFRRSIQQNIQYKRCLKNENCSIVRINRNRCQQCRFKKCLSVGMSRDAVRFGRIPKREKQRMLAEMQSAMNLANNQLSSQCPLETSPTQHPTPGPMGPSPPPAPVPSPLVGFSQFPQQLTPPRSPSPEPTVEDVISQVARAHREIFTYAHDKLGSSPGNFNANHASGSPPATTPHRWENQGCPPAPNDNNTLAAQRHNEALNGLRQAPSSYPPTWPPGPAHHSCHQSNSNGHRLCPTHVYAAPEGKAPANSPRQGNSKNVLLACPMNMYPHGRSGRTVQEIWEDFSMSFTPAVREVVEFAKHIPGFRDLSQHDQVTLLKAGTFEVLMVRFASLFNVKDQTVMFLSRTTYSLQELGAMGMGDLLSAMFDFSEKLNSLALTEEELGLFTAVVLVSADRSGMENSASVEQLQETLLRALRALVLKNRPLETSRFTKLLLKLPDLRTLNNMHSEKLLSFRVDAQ
rCAG binder – molecules binding r(CAG) RNA repeats | r(CAG) RNA repeat, TO-PRO-1 dye displacement fluorescence | inhibition, % at 3 µM | actives 1.3% (n = 370,000);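 active = inhibition above the plate cutoff, the mean of all test compounds on that plate plus 3 SD, cut at about 35% in these data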;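 note: 0% = DMSO alone and 100% = 100 µM mitoxantrone as full dye displacement; higher means more dye released from RNA so lower well fluorescence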
PG9 Ab binder – PG9 antibody binding by small molecule; inhibition, % at 6.7 µM; TR-FRET gp120-PG9 antibody binding; AID 624416; actives 0.43% (n = 360,000); in the data active = inhibition above about 8.5%
TCR CD3 inh – blocks the human TCR-CD3 interaction; actives 0.37% (n = 360,000); TAMRA-labeled TCR probe fluorescence, biochemical; inhibition, % at 9.4 µM; in the data active = inhibition above about 19%;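 note: recombinant mutant TCR 2C K166C tagged with TAMRA read by polarization; 0% = receptor in buffer alone and 100% = receptor with positive control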
ABHD4 inh – ABHD4 (mouse) inhibition, primary FP screen; purified mABHD4, FP-Rh probe fluorescence polarization; inhibition, % at 8.92 µM; actives 0.54% (n = 370,000); AID 720543;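 active = inhibition exceeding the mean over every tested compound plus 3 SD, cut at about 30% in these data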;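 note: 0% = plate median of compound wells and 100% = S159A mutant with DMSO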
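Assay system: wild-type mouse ABHD4 protein; compound: single nominal dose of 8.92 µM, 0.89% DMSO final; schedule: 45 min + 60 min at 25 °C; measured by: FP readout, ex 525 nm / em 598 nm; evaluation: % inhibition of FP-Rh probe binding versus controls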
PRMT1 FP inh – inhibitors of human PRMT1. Q99873. recombinant PRMT1, activity-based probe fluorescence polarization. inhibition, % at 2.79 µM. actives 1.3% (n = 370,000). AID 652257;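 active = inhibition above about 21% made by adding two undisclosed values, limit read from the data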
Target sequence (Q99873 whole entry, looked up): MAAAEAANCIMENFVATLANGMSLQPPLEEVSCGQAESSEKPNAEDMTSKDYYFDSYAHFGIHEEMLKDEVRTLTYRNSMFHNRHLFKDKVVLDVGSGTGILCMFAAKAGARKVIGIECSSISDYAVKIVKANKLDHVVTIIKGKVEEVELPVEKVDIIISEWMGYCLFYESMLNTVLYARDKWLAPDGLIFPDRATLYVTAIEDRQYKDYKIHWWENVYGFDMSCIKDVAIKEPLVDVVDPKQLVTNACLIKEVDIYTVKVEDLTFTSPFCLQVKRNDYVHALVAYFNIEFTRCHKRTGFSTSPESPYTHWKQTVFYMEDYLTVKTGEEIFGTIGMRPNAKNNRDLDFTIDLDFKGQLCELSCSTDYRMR
LEDGF integ inh – blocks HIV-1 LEDGF/p75-dependent DNA integration | TR-FRET IN-LEDGF/p75 DNA integration, Eu/Cy5 | inhibition, % at 3.7 µM | actives 0.64% (n = 370,000);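 active = inhibition above the screen-wide mean plus 3 SD, cut at about 13% in these data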;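 note: signal is the Cy5 over europium emission ratio at 671 and 618 nm; 0% = plate median of compound wells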
HTRA1 inhibitor – blocks human HTRA1 serine peptidase. Q92743. recombinant HTRA1, FP-rhodamine activity-based probe, fluorescence polarization. inhibition, % at 5.96 µM. actives 0.5% (n = 340,000); in the data active = inhibition above about 36%;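 note: 0% = enzyme with DMSO and 100% = wells lacking enzyme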
UHRF1 MBD2 ctr – UHRF1 methyl-DNA binding inhibition | inhibition, % at 4.4 µM | Q96T88 | actives 0.75% (n = 370,000) | UHRF1 binding to methylated oligo, TR-FRET | AID 687016; in the data active = inhibition above about 21%;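 note: UHRF1 SRA domain binding a hemimethylated CpG hairpin DNA probe; 0% = median of test compound wells and 100% = reference inhibitor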
Active calls of the source: *; nt = no result given. Not all compounds are listed; count on the stated rates, not on these rows.

No.	structure	MBD2 DNA inh	NR1D1 modulator	rCAG binder	PG9 Ab binder	TCR CD3 inh
1	O=CNCc1nc2ccccc2n1CCc1ccccc1	-4	1	-3	-1.2	-1
2	CCCCC(=O)N(C)c1c(C)nc2ccc(C(=O)Nc3cccc(OC)c3)cn12	5	0	3	0.2	0
3	C[C@@H]1ON(C)[C@H]2C[C@H]3c4[nH]c5ccccc5c4CCN3C[C@@H]12	6	0	4	-1.6	-4
4	O=C(COC(=O)c1ccc(S(=O)(=O)NCc2ccco2)cc1)NCCC1=CCCCC1	0	6	4	1.5	3
5	COc1ccc(NC(=O)C2Cc3c(-c4cccc(NC(C)=O)c4)ccnc3O2)cc1OC (stereo unspecified)	0	-3	3	0.2	1
6	CCNC(=O)COC(=O)Cc1ccc(Cl)cc1Cl	-5	6	-3	0.3	-4
7	CC1=C(C(=O)NC(C)C)C2(CCC(C)CC2)OC1=O (stereo unspecified)	-3	2	5	0.5	-10
8	Cn1cccc1/C=N/NC(=O)c1ccncc1	-3	-2	1	-1.4	11

No.	ABHD4 inh	PRMT1 FP inh	LEDGF integ inh	HTRA1 inhibitor	UHRF1 MBD2 ctr
1	-2	-7	5	-2	-1
2	-14	1	-7	nt	2
3	-1	10	-8	7	1
4	-2	-1	0	-1	5
5	-9	-4	6	nt	2
6	-6	3	-4	3	0
7	-2	-4	1	-7	-1
8	5	-1	-4	nt	-2

Next compounds.
No.	structure	MBD2 DNA inh	NR1D1 modulator	rCAG binder	PG9 Ab binder	TCR CD3 inh
9	COc1cc(O)c(C(CC(=O)N2CCCC2)c2ccc3c(c2)OCO3)c(OC)c1 (stereo unspecified)	3	-1	3	0.9	0
10	O=C1CCCC2=C1C(c1cccs1)CC(=O)N2c1ccc(F)cc1 (stereo unspecified)	-1	-1	-6	0.6	-5
11	Cc1cc(-c2ccccc2)nc(SCc2ccc(C(=O)O)o2)n1	-4	-2	11	-1.4	3
12	CCOC(=O)C1=CCN(S(=O)(=O)c2ccccc2Br)C1c1ccc(Cl)c(Cl)c1 (stereo unspecified)	5	2	6	-0.8	-8
13	CCOc1cc(/C=C2/C(=N)N3N=C(CC)SC3=NC2=O)ccc1OC(=O)c1ccco1	2	0	22	-1.0	1
14	Cc1ccc(C(=O)NCc2ccccn2)o1	-3	6	0	0.2	-4
15	C[C@@H]1CN([C@@H](C)CO)S(=O)(=O)c2ccc(Br)cc2O[C@H]1CN(C)C(=O)c1ccncc1	0	3	1	-1.1	0
16	O=C(Sc1n[nH]c(=O)[nH]c1=O)c1ccccc1	-5	-1	3	0.6	1

No.	ABHD4 inh	PRMT1 FP inh	LEDGF integ inh	HTRA1 inhibitor	UHRF1 MBD2 ctr
9	0	3	-1	-2	0
10	-1	5	-3	1	2
11	5	3	0	-2	-2
12	-10	1	1	nt	-1
13	3	-1	-1	2	2
14	-2	1	2	7	0
15	4	-2	1	3	1
16	1	88*	0	6	1

Later entries
No.	structure	MBD2 DNA inh	NR1D1 modulator	rCAG binder	PG9 Ab binder	TCR CD3 inh
17	Cc1n[nH]c(=O)nc1N/N=C/c1ccc(O)c([N+](=O)[O-])c1	3	11	0	-5.1	6
18	CCCCCn1c(SCc2cccc(C)c2)nc2c1c(=O)[nH]c(=O)n2C	0	6	12	1.6	-1
19	Cc1cc(Br)cn2c(Cc3cccc(F)c3)c(-c3ccc(F)cc3)nc12	4	18	8	4.8	0
20	Cc1ccc(S(=O)(=O)N(CC(=O)Nc2ccc(C(N)=O)cc2)C(=O)N2CCN(C)CC2)cc1	0	5	1	-0.6	4
21	O=C(CC(=O)c1ccccc1)Nc1ccccn1	5	2	-5	-1.8	-9
22	O=C(c1cccs1)N1CCN(c2ccc(Cl)cc2)CC1	3	4	-5	-1.9	-4
23	Cn1c(CNC(=O)c2ccc(Cl)cc2)nnc1SCC(=O)NC1CCCC1	-2	-2	-2	0.3	-2
24	CSc1nc(N)n2nc(C)cc2n1	-1	-4	0	-0.5	-2

No.	ABHD4 inh	PRMT1 FP inh	LEDGF integ inh	HTRA1 inhibitor	UHRF1 MBD2 ctr
17	8	2	-3	0	-2
18	-2	8	-2	9	2
19	-12	-1	-2	nt	9
20	5	-8	-1	-3	-1
21	-2	-5	4	2	0
22	0	0	-5	3	0
23	6	1	-1	-5	-1
24	1	1	-2	nt	-2

Three entries from above, arranged by molecular weight, smallest number first:
No.	structure	MBD2 DNA inh	NR1D1 modulator	rCAG binder	PG9 Ab binder	TCR CD3 inh
2	CCCCC(=O)N(C)c1c(C)nc2ccc(C(=O)Nc3cccc(OC)c3)cn12	5	0	3	0.2	0
23	Cn1c(CNC(=O)c2ccc(Cl)cc2)nnc1SCC(=O)NC1CCCC1	-2	-2	-2	0.3	-2
20	Cc1ccc(S(=O)(=O)N(CC(=O)Nc2ccc(C(N)=O)cc2)C(=O)N2CCN(C)CC2)cc1	0	5	1	-0.6	4

No.	ABHD4 inh	PRMT1 FP inh	LEDGF integ inh	HTRA1 inhibitor	UHRF1 MBD2 ctr
2	-14	1	-7	nt	2
23	6	1	-1	-5	-1
20	5	-8	-1	-3	-1

Further entries
No.	structure	MBD2 DNA inh	NR1D1 modulator	rCAG binder	PG9 Ab binder	TCR CD3 inh
25	O=C(c1ccco1)N1CCN(C(=O)c2ccc(CS(=O)c3ccc(Cl)cc3)o2)CC1 (stereo unspecified)	-3	-1	-3	-1.1	9
26	COc1ccc(-c2csc(NC(=O)CSc3nc(SC)ns3)n2)cc1	2	5	16	-1.6	-7
27	Cc1ccc(CN(Cc2cc3cccc(C)c3[nH]c2=O)C(=O)N(C)C)cc1	-1	7	-4	1.6	12
28	Cc1ccc(NC(=O)CCc2c(C)nn(-c3ccc(N4CCCCC4)nn3)c2C)cc1F	1	0	1	0.6	4
29	COc1ccc(NC(=O)c2ccccc2NS(=O)(=O)c2ccc(C)cc2)c([N+](=O)[O-])c1	0	-1	56*	0.7	-9
30	Cc1nn(C)c(-c2n[nH]c(=S)n2-c2ccccc2)c1Cl	-2	7	3	6.1	0
31	CC(=O)SC(C)CC(=O)Nc1ccccc1 (stereo unspecified)	2	-2	0	0.9	1
32	COc1ccc(-c2cn(CC[C@@H]3CC[C@H](NC(=O)Cc4ccccn4)[C@@H](CO)O3)nn2)cc1	7	-2	4	-0.3	-8

No.	ABHD4 inh	PRMT1 FP inh	LEDGF integ inh	HTRA1 inhibitor	UHRF1 MBD2 ctr
25	-1	1	-2	1	1
26	-39	2	4	-53	5
27	0	-1	1	0	-1
28	-20	1	-1	-10	1
29	1	-3	-1	-9	8
30	-5	8	-2	-5	7
31	2	2	0	4	2
32	-12	6	-2	nt	0

(next part)
No.	structure	MBD2 DNA inh	NR1D1 modulator	rCAG binder	PG9 Ab binder	TCR CD3 inh
33	CCOc1cc(C2NC(=O)N(C)C(C)=C2C(=O)OC)cc(Br)c1O (stereo unspecified)	10	-1	2	-1.7	2
34	CCN1CCN(CC(O)COCC2COc3ccccc3O2)CC1 (stereo unspecified)	16*	3	-2	-0.2	1
35	Cc1cccn2c(=O)c(C(=O)NC3CC(C)CC(C)(C)C3)c(O)nc12 (stereo unspecified)	1	2	1	-1.1	-6
36	O=C(NCCO)c1cccc(Cl)c1	3	4	0	-0.8	4
37	COc1cc(C(=O)NNC(=O)c2cccn2C)cc(OC)c1OC	-1	2	8	-2.5	-3
38	Cc1ccccc1S(=O)(=O)NNC(=O)C(=O)NNc1ccccn1	-2	5	0	-0.2	-2
39	Cc1nn(C)c(C)c1NS(=O)(=O)c1cccc(Br)c1	8	-6	-2	1.2	-1
40	COc1ccc(S(=O)(=O)N2CCC(C(=O)NCCC(=O)Nc3cccc(OC)c3)CC2)cc1	2	1	-2	-2.8	8

No.	ABHD4 inh	PRMT1 FP inh	LEDGF integ inh	HTRA1 inhibitor	UHRF1 MBD2 ctr
33	-8	5	3	0	7
34	8	7	-1	10	16
35	0	1	2	1	1
36	1	-4	0	10	-3
37	3	-3	2	2	0
38	35*	-2	-14	6	2
39	4	6	-2	3	0
40	3	-8	5	-2	-1

Remaining list, next part:
No.	structure	MBD2 DNA inh	NR1D1 modulator	rCAG binder	PG9 Ab binder	TCR CD3 inh
41	CCOC(=O)N1CCN(S(=O)(=O)c2cc(OCC(=O)NC3CCCCC3)c(C)cc2Cl)CC1	6	-1	-4	-2.5	2
42	CCc1sc(C(=O)Nc2cccnc2)cc1Br	2	-1	-3	0.3	5
43	O=C(NC1CCCCC1)C(c1ccc(C(F)(F)F)cc1)n1c(=O)c(-c2cc3ccccc3[nH]2)nc2ccccc21 (stereo unspecified)	2	2	16	2.4	-3
44	CC[C@@]1(c2ccc(C)cc2)C(=O)N(C(=O)OC(C)C)N1C(=O)OC(C)C	2	-27	-1	nt	nt
45	C[C@H](NC(=O)c1ncn2c1C(=O)N[C@@H](C)C2)C(=O)OC(C)(C)C	-4	3	-2	0.2	2
46	CC(C)(C)c1ccc(S(=O)(=O)NCCN2CCOCC2)cc1	2	7	1	0.5	0
47	CC(C)(C)OC(=O)C[C@@H]1C/C=C\C[C@@H](CC(=O)N(CCO)Cc2ccccc2)C(=O)N2CCC[C@H]2COC1=O	-6	-4	-1	-0.3	0
48	COc1ccc(NC(=O)[C@@H]2CC=C[C@@H]3CCN(Cc4ccccc4)C(=O)[C@@H]32)cc1	1	-3	-6	-1.8	-2
49	Cc1ccc(NC(=O)c2sc3ncn(CC(=O)N4CCN(c5ccccn5)CC4)c(=O)c3c2C)cc1Cl	-1	-7	6	-1.6	9
50	COc1ccc(NC(=O)c2cc(S(=O)(=O)N3CCOCC3)cn2C)c(OC)c1	-2	8	1	-0.3	7
51	COc1cc(C)nc(N2CCCC(C(=O)NCC(C)C)C2)n1 (stereo unspecified)	0	-5	-6	-2.4	0

No.	ABHD4 inh	PRMT1 FP inh	LEDGF integ inh	HTRA1 inhibitor	UHRF1 MBD2 ctr
41	1	-2	2	-4	0
42	-3	0	2	-14	-2
43	-24	-1	-3	nt	-2
44	-3	-3	6	nt	6
45	-2	-2	1	1	-1
46	4	0	4	2	1
47	1	3	-1	-2	-1
48	9	1	2	-1	0
49	-5	0	1	-7	-1
50	-2	-2	7	0	1
51	1	2	-7	-1	1

In the list so far, 9 have a Cl atom.
No.	structure	MBD2 DNA inh	NR1D1 modulator	rCAG binder	PG9 Ab binder	TCR CD3 inh
6	CCNC(=O)COC(=O)Cc1ccc(Cl)cc1Cl	-5	6	-3	0.3	-4
12	CCOC(=O)C1=CCN(S(=O)(=O)c2ccccc2Br)C1c1ccc(Cl)c(Cl)c1 (stereo unspecified)	5	2	6	-0.8	-8
22	O=C(c1cccs1)N1CCN(c2ccc(Cl)cc2)CC1	3	4	-5	-1.9	-4
23	Cn1c(CNC(=O)c2ccc(Cl)cc2)nnc1SCC(=O)NC1CCCC1	-2	-2	-2	0.3	-2
25	O=C(c1ccco1)N1CCN(C(=O)c2ccc(CS(=O)c3ccc(Cl)cc3)o2)CC1 (stereo unspecified)	-3	-1	-3	-1.1	9
30	Cc1nn(C)c(-c2n[nH]c(=S)n2-c2ccccc2)c1Cl	-2	7	3	6.1	0
36	O=C(NCCO)c1cccc(Cl)c1	3	4	0	-0.8	4
41	CCOC(=O)N1CCN(S(=O)(=O)c2cc(OCC(=O)NC3CCCCC3)c(C)cc2Cl)CC1	6	-1	-4	-2.5	2
49	Cc1ccc(NC(=O)c2sc3ncn(CC(=O)N4CCN(c5ccccn5)CC4)c(=O)c3c2C)cc1Cl	-1	-7	6	-1.6	9

No.	ABHD4 inh	PRMT1 FP inh	LEDGF integ inh	HTRA1 inhibitor	UHRF1 MBD2 ctr
6	-6	3	-4	3	0
12	-10	1	1	nt	-1
22	0	0	-5	3	0
23	6	1	-1	-5	-1
25	-1	1	-2	1	1
30	-5	8	-2	-5	7
36	1	-4	0	10	-3
41	1	-2	2	-4	0
49	-5	0	1	-7	-1

Screens (PubChem)
